# RT RNaseH block = inhibitors of HIV-1 reverse transcriptase RNase H; P04585; RT-RNase H RNA/DNA duplex cleavage, fluorescence; inhibition, % at 10 µM; 65,000 tested, 1.9% active; in the data active = inhibition above about 50%
# RmlCD inh mix = RmlC/RmlD inhibition, mixture screen. RmlC/RmlD coupled enzyme inhibition, 384-well mixture HTS. AID 1532. inhibition, % at 5.5 µM. 110,000 tested, 0.39% active; in the data active = inhibition above about 30%, passing the limit was not always enough; inconclusive = no clear call, values can overlap the other calls; note: strong numbers were not always called active
# * = called active by the depositor; ? = inconclusive; / = not tested or not shown.
SMILES,RT RNaseH block,RmlCD inh mix
O=C(CN1CCCCC1)Nc1cccc(Oc2ccccc2)c1,/,18
CCCC(=O)Nc1cccn(Cc2ccccc2Br)c1=O,-6,/
Cc1cccc(C)c1OCC(=O)Nc1ncn[nH]1,2,-10
Cc1cc(N2CCN(c3ccc(F)cc3)CC2)nc(-c2ccccc2)n1,/,7
CCC1Oc2ccccc2N(CC(=O)NCCCN2CCOCC2)C1=O (stereo not given),-8,-13
O=C(Cc1cccs1)Nc1ccc(-c2nnc(-c3ccccc3)o2)cc1,/,3
CCOC(=O)CC(=O)CSc1nc(C)cc(-c2cccnc2)c1C#N,-5,28
Nc1ncnc2c1ncn2CCN1CCCCC1,-5,-6
CCN=C1SC(CC(=O)NCC)C(=O)N1CC (stereo not given),/,6
O=C(CS(=O)CC(=O)Nc1ccc(Cl)cc1)NCC1OCCc2ccccc21 (stereo not given),3,4
CCC(Sc1nc(N)cc(N)n1)C(=O)O (stereo not given),/,-14
CCCS(=O)(=O)N1CCCC(C(=O)NCCN(Cc2ccccc2)C(C)C)C1 (stereo not given),-14,0
Cc1cccc(C2=NN(c3ccc(Br)cc3)[C@@H](C(=O)N3CCOC3=O)[C@@H]2c2ccc(F)cc2)c1,/,-391
S=c1nc[nH]c2c1[nH]c1ccccc12,/,67
Cc1ccc(-c2nc3ccccc3c(=O)n2-c2nccs2)cc1,/,-10
COc1ccc(CCN(C(=O)C(F)(F)F)C(C(=O)NC2CCCCC2)c2ccc(C)s2)cc1 (stereo not given),/,4
O=C(Nc1ccn(Cc2c(F)c(F)cc(F)c2F)n1)c1ccc(COc2cc(Cl)ccc2Cl)o1,/,5
CC(=O)Nc1ccc(OC/C=C(\C)Cl)cc1,-3,3
Cn1cnnc1SCC(=O)Nc1c(F)cc(F)cc1Br,/,8
O=C(Nc1ccccc1)C1=C[C@H](c2coc3ccccc3c2=O)C[C@H](OCc2ccc(CO)cc2)O1,/,-9
CC(NC(=O)Nc1cccnc1)(C(F)(F)F)C(F)(F)F,-7,-2
Cn1c(CCN2CCCCC2)nc2cc(NC(=O)C3CCCCC3)ccc21,-8,-13
O=c1[nH]c2c(c(=O)n1Cc1ccccc1)CCC2,/,-1
CCN(CC)CCc1c(C)[nH]c(C(=O)OCc2ccccc2)c1C,-5,-13
COC(=O)CCS(=O)(=O)c1cc(Cl)ccc1Cl,-22,2

# Continued; it opens with the three that closed the last part.
SMILES,RT RNaseH block,RmlCD inh mix
O=c1[nH]c2c(c(=O)n1Cc1ccccc1)CCC2,/,-1
CCN(CC)CCc1c(C)[nH]c(C(=O)OCc2ccccc2)c1C,-5,-13
COC(=O)CCS(=O)(=O)c1cc(Cl)ccc1Cl,-22,2
COc1ccc(CNC(=O)c2c(N)n(CCCN3CCOCC3)c3nc4ccccc4nc23)cc1,/,-44
COc1ccc2c(c1)c(C(=O)CN1CCC3(CC1)OCCO3)c(C)n2C,1,1
CCOCCCNCC(=O)Nc1ccc(OC(F)(F)F)cc1,1,14
COc1cccc2cc(-c3nc(-c4cccs4)cs3)c(=O)oc12,11,14
CCOC(=O)c1cccc(NC(=O)N[C@@H](C)C(=O)OC)c1,15,5
Nc1ccccc1SCc1cn2ccccc2n1,-49,/
Cc1ccc2c(C)nc(NC3=NCN(C(C)C)CN3)nc2c1,1,/
Cc1cccc(C)c1NC(=O)COC(=O)c1nonc1N,-12,6
COC(=O)Cc1c(C)c2ccc(O)c(CN3CCCC(C)C3)c2oc1=O (stereo not given),/,96*
Cc1cc(C)c2oc(=O)cc(CN3CCOCC3)c2c1,-13,-3
COc1cc2[nH]c3c(N4CCN(c5ccc(Cl)cc5)CC4)ncnc3c2cc1OC,7,10
O=C(CSc1nc2ccccc2c(=O)n1Cc1ccco1)c1ccccc1,-15,4
O=C(O)CC1SC(=O)N(Cc2ccccc2)C1=O (stereo not given),-11,79
CCc1nc2scc(-c3ccccc3)c2c(=O)n1N,-3,8
O=C1C(=O)N(CCO)C(c2cccc(F)c2)/C1=C(\O)c1ccc(Cl)cc1 (stereo not given),-1,/
CCOC(=O)C1=C(c2ccccc2)NC(=S)NC1c1cc([N+](=O)[O-])ccc1OC (stereo not given),/,-9
COC(=O)c1ccccc1NC(=O)CSCC(=O)Nc1ccc(F)cc1,/,6
Cc1c(NC(=O)C2CCCN2S(=O)(=O)c2cccc3nsnc23)cccc1C(=O)O (stereo not given),/,9
CCCCC(=O)Nc1ccc(C(=O)N2CCN(C)CC2)cc1,-1,-4
C=CCNC(=O)c1onc(CSc2cccc(C)c2)c1C(=O)O,/,-5
Cc1cc(NC(=O)CSc2nc3cc4c(cc3c(=O)n2CCc2ccccc2)OCO4)no1,78*,11
Cc1onc(-c2ccccc2Cl)c1C(=O)Nc1ccccc1,/,-13
Cc1cccc(N2CCN(C(=O)c3ccncc3)CC2C)c1 (stereo not given),2,7
O=C(c1noc2c1CCCC2)N1CCCCC1,-13,-9
COC(=O)C1=C(C)N=C2SCCC(=O)N2C1c1cccs1 (stereo not given),-26,-3

# Full records, quoted from the list. Screens in order: RT RNaseH block	RmlCD inh mix
# Cc1ccc2c(C)nc(NC3=NCN(C(C)C)CN3)nc2c1 in the list: 1	/
# Cc1ccc(-c2nc3ccccc3c(=O)n2-c2nccs2)cc1 in the list: /	-10
# COC(=O)c1ccccc1NC(=O)CSCC(=O)Nc1ccc(F)cc1 in the list: /	6
# O=C(Nc1ccccc1)C1=C[C@H](c2coc3ccccc3c2=O)C[C@H](OCc2ccc(CO)cc2)O1 in the list: /	-9
# Cc1onc(-c2ccccc2Cl)c1C(=O)Nc1ccccc1 in the list: /	-13

# Following part.
SMILES,RT RNaseH block,RmlCD inh mix
CC1CC(C(F)F)n2nc(C(=O)O)cc2N1 (stereo not given),/,9
Cc1ccc2c(CC(=O)N3CCc4ccccc43)coc2c1,-10,-13
CCN(Cc1ccccc1)S(=O)(=O)c1ccc(S(=O)(=O)N(Cc2cccc(OC)c2)CC2CCCO2)cc1 (stereo not given),/,-2
Cn1c(SCC(=O)N2CCCc3ccccc32)nnc1-c1cccs1,-2,-11
CCCNS(=O)(=O)c1ccc(CCC(=O)Nc2ccc3c(c2)OCO3)cc1,0,-9
O=C(CNS(=O)(=O)c1ccccc1F)Nc1ccc(N2CCOCC2)cc1,/,1
NC12CC3CC(C1)CC(CO)(C3)O2,3,-6
Cc1ccc(-c2nn(-c3ccccc3)cc2C=C2C(=O)CC(C)(C)CC2=O)cc1,/,2
Cc1nnc(NC(=O)C2CCCCC2)s1,-11,-6
Cc1ccc(NC(=O)COC(=O)c2ccnn2C)cc1,0,0
Cc1ccc(Cn2cccc(NC(=O)NCc3ccccc3)c2=O)cc1,/,-26
CCOC(=O)C1CCN(S(=O)(=O)c2ccc(Br)c(OCC)c2)CC1,-1,-15
O=C(CSCC(=O)N1CCOCC1)Nc1ccccc1,-3,-14
CCn1c(SCC(=O)Nc2nc3ccc(OC)cc3s2)nc2c1c(=O)n(C)c(=O)n2C,7,-5
CCSc1nc(C)c(CC)c(C)c1C(N)=O,-13,-7
Oc1c(Cl)cc(Cl)c2c1NCCC2,80*,/
COc1cc(NC(=O)Cn2nc(Cc3cccnc3)c3ccccc3c2=O)cc(OC)c1OC,/,5
CC1(C)Cn2c(nnc2-c2ccccc2)S1,-11,3
Cc1cc(C)n(-c2nc3ccccc3nc2N2CCN(S(=O)(=O)c3ccc(F)c(C)c3)CC2)n1,-1,-11
C=CCc1c(C)nc(SC)nc1Nc1ccccc1,/,-7
COc1cccc(C2NC(=O)NC(C)=C2C(=O)Nc2cccc(C)c2C)c1 (stereo not given),-1,-10
Cc1ccc(C(=O)C2C(c3cccs3)NC(=O)NC2(O)C(F)(F)F)cc1 (stereo not given),0,2
COCCNC(=O)C(c1cccc(OC)c1)N(C(=O)Cn1nnc2ccccc21)c1cccnc1 (stereo not given),29,8
Cc1ccc(N(CC(=O)Nc2ccc(-c3nc4ccc(C)cc4s3)cc2)S(C)(=O)=O)cc1,/,-48
COc1ccccc1-c1nnc2sc(COc3ccc(F)cc3)nn12,-17,/

# Next part:
SMILES,RT RNaseH block,RmlCD inh mix
CCn1c(C(C)NC(=O)Cc2ccccc2)nc2ccccc21 (stereo not given),-10,5
CCCCSc1nnc(CCCCCNC(=O)OC(C)(C)C)o1,-7,-3
O=C(Nc1ccc(OC(=O)c2cccs2)cc1)c1ccco1,3,-11
Cc1nn(C)cc1C=NCCOCc1ccccc1,/,-16
O=C(O)c1cccc(NCc2cccnc2)c1,/,8
CCN1CCN(c2nc3c(c(=O)[nH]c(=O)n3C)n2CCCSc2ncccn2)CC1,-1,-10
O=C(CCCO)c1ccc2c(c1)OCCO2,/,-12
O=[N+]([O-])c1ccc(Sc2ccc(Cl)c(Cl)c2)nc1,/,-7
CSc1nc2cc(Oc3cccc(Cl)c3Cl)c(Cl)cc2[nH]1,/,-6
O=C1Nc2ccc(S(=O)(=O)N3CCCCCC3)c3cccc1c23,-81,-44
Cc1ccccc1N1C(=O)CC(N2CCC(C(N)=O)CC2)C1=O (stereo not given),34,-14
COc1ccc(CNc2nc3c(c(=O)n(Cc4ccc(Br)cc4)c(=O)n3C)n2C)cc1,-3,1
COc1ccc(CNC(=O)COC(=O)c2ccc3c(c2)OCCO3)cc1,-7,-4
O=C(COc1ccc(Cl)cc1)Nc1ccc(N2CCN(C(=O)c3ccco3)CC2)cc1,/,-10
O=C(Nc1ccccn1)C(NS(=O)(=O)c1cccc2nsnc12)c1ccccc1 (stereo not given),22,-8
CCCOc1ccccc1-c1nc(SCCC(=O)O)n[nH]1,12,-9
CCCn1c2c(c(O)c(C(=O)NCCCN(CC)CC)c1=O)CCCC2,/,5
CC(C)OCCCNc1ncnc2c1[nH]c1ccccc12,-10,-6
CCCCCCNC(=O)C(C#N)c1nc2ccccc2nc1N1CCCC1 (stereo not given),-13,6
COc1ccc2nc(-c3ccco3)c(-c3ccco3)nc2c1,/,2
c1ccc(C2C3=C(Nc4ncnn42)c2ccccc2CCC3)cc1 (stereo not given),2,6
CCC(=O)Nc1cccc(NC(=O)c2cc3ccccc3o2)c1,4,/
Oc1ccc(C2=CCNCC2)cc1O,/,-13
O=C(c1ccc(COc2ccccc2[N+](=O)[O-])o1)N1CCCCC1,/,9
CCOC(=O)C1=NN(c2ccc(OC)cc2)C(c2ccccc2)CC1=O (stereo not given),/,5

# More structures
SMILES,RT RNaseH block,RmlCD inh mix
O=c1c2ccccc2nc2n1C(CSc1ccc(Cl)cc1)CN2 (stereo not given),/,3
COc1ccc(O)c(-c2cc(-c3cccs3)[nH]n2)c1,5,-9
O=C1Nc2ccccc2C(O)(C(=O)NCc2ccc3c(c2)OCO3)N1c1ccc(Cl)c(Cl)c1 (stereo not given),/,9
O=C(CCCOc1ccccc1)N1CCN(C(=O)c2ccco2)CC1,-5,-13
C/C(N)=C(/C#N)C(=O)CN1CCCCC1,-6,8
Cc1ccc(CS(=O)(=O)CCC(=O)NC2CC2)cc1,/,-7
CCc1cc(C(=O)OC)c(NC(=O)CCCC(=O)O)s1,-33,-3
O=C1Nc2ccccc2C12OCCO2,-1,33
C/C(=N\O)c1ccc(N2C(=O)C3CC=C(Cl)CC3C2=O)cc1 (stereo not given),-11,-5
CCCCn1c(-c2ccc(Cl)cc2)nc2c(=O)n(C)c(=O)[nH]c21,-11,?
COc1ccc(S(=O)(=O)N2CCC(O)(c3ccc(Cl)cc3)CC2)cc1,-3,0
O=C(Cn1nc(-c2cccc([N+](=O)[O-])c2)c2ccccc2c1=O)Nc1cccnc1,/,-12
COc1ccc(C)cc1NC(=O)c1cc2ccccc2cc1OCC(=O)NCc1ccco1,/,9
COc1ccc(-c2noc(-c3ccccc3C(=O)Nc3cccnc3)n2)cc1OC,1,8
CCOC(=O)c1nnn(-c2ccccc2)c1C,/,11
COCC(=O)N/N=C(\C)CC(=O)Nc1ccccc1C(N)=O,/,5
CCn1c(SCC(=O)C(C)(C)C)nnc1-c1ccccn1,0,10
Cn1cccc1Cc1nnc(SCC(=O)N2CCc3ccccc32)n1CCc1ccccc1,-43,-26
Cn1c(=O)oc2cc(S(=O)(=O)N3CCCC(C(=O)N4CC=C(c5ccccc5)CC4)C3)ccc21 (stereo not given),-21,/
CCCSc1nc2c(c(=O)n(C)c(=O)n2C)n1Cc1ccc(C)cc1,1,-5
Cc1cccc(NC(=O)C2CC(O)CN2C(=O)OCc2ccccc2)c1 (stereo not given),-10,-7

# Taken from above.
# Value of COc1ccc(-c2noc(-c3ccccc3C(=O)Nc3cccnc3)n2)cc1OC under RmlCD inh mix: 8
# Value of Cn1c(=O)oc2cc(S(=O)(=O)N3CCCC(C(=O)N4CC=C(c5ccccc5)CC4)C3)ccc21 (stereo not given) under RT RNaseH block: -21
# Value of O=C(Cn1nc(-c2cccc([N+](=O)[O-])c2)c2ccccc2c1=O)Nc1cccnc1 under RmlCD inh mix: -12
# Value of Cc1cccc(NC(=O)C2CC(O)CN2C(=O)OCc2ccccc2)c1 (stereo not given) under RmlCD inh mix: -7
# Value of C/C(N)=C(/C#N)C(=O)CN1CCCCC1 under RT RNaseH block: -6
# Value of COc1ccc(O)c(-c2cc(-c3cccs3)[nH]n2)c1 under RmlCD inh mix: -9
# Value of O=C(CCCOc1ccccc1)N1CCN(C(=O)c2ccco2)CC1 under RmlCD inh mix: -13

# A portion of the library; rates above refer to the full screens.
